S100A4 MyoIIA – S100A4-myosin IIA interaction inhibition; P26447; 0.14% of 360,000 active; S100A4/TAMRA-MyoIIA peptide fluorescence polarization; inhibition, % at 10.7 µM;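 active means mean inhibition of at least 70% across replicates, with every replicate also reaching that level; inconclusive means mean inhibition reaches 70% but some replicates fall short; inactive means mean inhibition below 70%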
Target sequence (P26447 whole entry, looked up): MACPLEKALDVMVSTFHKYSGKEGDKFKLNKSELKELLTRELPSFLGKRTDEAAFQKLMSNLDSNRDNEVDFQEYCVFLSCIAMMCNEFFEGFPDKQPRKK
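Material: S100A4 monomer protein | Medium: HEPES pH 7.2 with CaCl2, KCl, NaCl, DTT, Triton | Reagent: Labelled myosin peptide probe, 5 nM | Doses: One dose per compound | Times: 5 min incubation before reading | Benchmarks: Neutral control DMSO, positive control TFP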
Xi reactivation – activators of X-chromosome reactivation in mouse fibroblasts; XiGFP mouse fibroblasts, % GFP-positive cells imaging, 3 d; cells co-treated with 5-aza-dC sensitizer; scaled so ellipticine positive control = 100%; activation, % at 7.58 µM; 0.055% of 360,000 active;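 active means mean normalized replicate activation at least 10% and every replicate at or above 10%; inconclusive means only one of the two criteria met; inactive means mean below 10% and not all replicates reach 10%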;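 further: 0% = median of on-plate neutral control wells and 100% = ellipticine 6 µM median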
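Material: XiGFP fibroblasts, SV40-immortalized; Buffer or medium: DMEM containing 5-aza-dC; Compound dosing: single point; Times: 3 days compound exposure.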
RAD52 inh – inhibitors of human RAD52 DNA annealing | recombinant RAD52 DNA annealing, FRET fluorescence | inhibition, % at 18.7 µM | 0.46% of 360,000 active;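 active means every replicate showing at least 50% inhibition; inconclusive means mean inhibition at least 50% but not in every replicate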
EWS-Fli inh – inhibitors of EWS/Fli oncoprotein transcriptional activity | AID 651661 | inhibition, % at 12.6 µM | 0.67% of 350,000 active | A673 NR0B1-luciferase reporter, viability-normalised;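 active means mean inhibition of at least 50% after viability correction, with every replicate also passing that limit; inconclusive means mean reaches 50% but only one of two replicates passes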;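 further: firefly luciferase signal divided by Alamar Blue viability fluorescence both relative to DMSO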
esBAF inh – SWI/SNF esBAF complex inhibition; mouse ES cells, Bmi1-luciferase knock-in reporter, 24 h; 100% = twice the neutral-well signal; reporter increase, % at 12.5 µM; 2% of 350,000 active; AID 602393; in the data active means activation above about 40%; inconclusive means no clear call, values can overlap the other calls;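 further: 0% = median of the plate's neutral control wells and 100% = double that signal; a rise in the Bmi1 reporter signal indicates esBAF inhibition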
FN deposit inh – fibronectin deposition inhibition | inhibition, % at 12.6 µM | AID 743247 | 0.086% of 350,000 active | AH1F fibroblasts, Alexa488-fibronectin deposition fluorescence, overnight;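 active means mean inhibition across replicates of 30% or more, regardless of how many single replicates reach that level; inconclusive means mean under 30% yet at least half of replicates reach 30%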;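 further: positive control wells lacked labelled fibronectin entirely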
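Material: AH1F fibroblast monolayer depositing Alexa488-labelled fibronectin into matrix | Input: 10000 AH1F cells/well | Medium: DMEM plus 2% serum, read in PBS | Reagent: Alexa488-fibronectin, 24 nM final in well | Compound dosing: One dose per compound, pinned | Schedule: 1 h adhesion, overnight exposure | Measured by: Fluorescence at 485 nm excitation, 525 nm emission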
E-sel inducer – induces E-selectin expression in human endothelial cells. AID 686992. 0.37% of 260,000 active. HUVEC E-selectin immunofluorescence imaging; normalized: neutral wells 0, TNF-alpha wells 100. activation, % at 7.58 µM. P16581;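 active means mean E-selectin-positive cell signal at least 10% of the positive control, reached in at least 60% of replicates, without over 20% cell loss; inconclusive means no rule given, readout overlaps actives, possibly toxicity-flagged; inactive means the rest, including those meeting only one limit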;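 further: in these data hits start at about 27%; measured in HUVEC primary endothelial cells; signal is the percent of cells scored E-selectin positive by PE staining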
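Test system: HUVEC; input: 3,000 HUVEC/well; measured by: immunofluorescence imaging; read-out: % PE-positive cells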
RAD54 branch – inhibitors of human RAD54 branch migration. Q92698. RAD54 Holliday junction branch migration, FAM/BHQ fluorescence. inhibition, % at 10.4 µM. 0.14% of 360,000 active;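 active means mean normalized replicate activity at least 40 and at least half of replicates scoring 40 or more; inconclusive means only one of the two criteria met; inactive means mean below 40 and under half of replicates reaching 40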;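 further: 0% = median of neutral control wells and 100% = median of positive control wells; inhibitors cause a drop in the FAM fluorescence signal; in these data hits start at about 50%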
Target sequence (Q92698 whole entry, looked up): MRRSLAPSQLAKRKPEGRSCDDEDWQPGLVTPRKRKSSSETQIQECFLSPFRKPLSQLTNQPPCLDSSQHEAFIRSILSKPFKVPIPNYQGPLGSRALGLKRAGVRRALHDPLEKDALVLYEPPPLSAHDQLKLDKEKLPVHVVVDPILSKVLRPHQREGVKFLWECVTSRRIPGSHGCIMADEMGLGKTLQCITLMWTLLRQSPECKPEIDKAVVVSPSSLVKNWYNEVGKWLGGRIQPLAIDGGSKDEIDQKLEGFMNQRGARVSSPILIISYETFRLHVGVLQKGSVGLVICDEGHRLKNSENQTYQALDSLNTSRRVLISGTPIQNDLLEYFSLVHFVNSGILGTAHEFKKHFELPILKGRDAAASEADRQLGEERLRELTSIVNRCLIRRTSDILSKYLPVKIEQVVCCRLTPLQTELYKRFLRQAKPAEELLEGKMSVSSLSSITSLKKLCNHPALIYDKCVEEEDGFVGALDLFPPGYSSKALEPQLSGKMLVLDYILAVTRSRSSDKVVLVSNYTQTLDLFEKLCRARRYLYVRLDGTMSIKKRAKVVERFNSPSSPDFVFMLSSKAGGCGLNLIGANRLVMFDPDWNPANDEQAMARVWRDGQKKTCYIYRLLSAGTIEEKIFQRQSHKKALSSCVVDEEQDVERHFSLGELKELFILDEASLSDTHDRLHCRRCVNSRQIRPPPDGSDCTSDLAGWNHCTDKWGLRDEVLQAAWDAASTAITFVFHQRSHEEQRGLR
* marks the source's active call; other numbers are inactive results; ? = inconclusive; · = not tested or not shown.

SMILES	S100A4 MyoIIA	Xi reactivation	RAD52 inh	EWS-Fli inh	esBAF inh	FN deposit inh	E-sel inducer	RAD54 branch
C[C@H](CO)N1C[C@H](C)[C@@H](CN(C)C(=O)c2ccc(F)cc2)Oc2ncc(/C=C/c3ccccc3)cc2C1=O	4	-0.5	10	3	-9	-8	-0.5	5
O=c1oc2c(-c3ccc([N+](=O)[O-])cc3)cc(O)cc2s1	-8	-0.6	-11	19	·	-13	·	-2
COc1ccc2c3c([nH]c2c1)[C@@H](CO)N(C(C)=O)CC31CN(C(C)=O)C1	-14	0.1	-3	-7	·	·	-0.5	·
CC1CC(C)CN(C(=O)c2ccc(C#N)cc2)C1 (configuration not stated)	-8	0.0	-18	-3	·	-10	1.8	·
C/C=C/c1ccc2c(c1)O[C@H](CN(C)C(=O)C1CCCCC1)[C@H](C)CN([C@H](C)CO)S2(=O)=O	-1	0.6	16	0	0	·	-0.1	-7
O=C(NCc1nnc(SCC(=O)N2CCOCC2)o1)c1c(F)cccc1F	3	0.0	2	·	·	10	0.0	-10
CCS(=O)(=O)Nc1ccc2c(c1)C(=O)N(C)C[C@H](OC)[C@H](C)CN(C(=O)NC(C)C)[C@@H](C)CO2	2	0.2	9	-13	0	16	-0.1	-9
CCC(C)(C)NC(=O)C(c1ccc(OC)cc1)N(Cc1ccccc1)C(=O)CCC(=O)Nc1cc(C)on1 (configuration not stated)	3	0.4	-6	6	-8	-5	-0.1	-4
COc1ccccc1C1CC(=O)Oc2cc(C)c(Cl)cc21 (configuration not stated)	-5	0.3	-13	-2	-8	4	-4.2	10
Cc1ccc(S(=O)(=O)NCCC(=O)NCCOc2ccccc2)cc1	-5	0.0	-5	-1	-2	3	·	-12
CCCCC(CCC(=O)NNC(=O)Cc1ccccc1)C(=O)O (configuration not stated)	1	0.4	-9	0	-4	-1	0.3	4
Cc1c(O)nc(SC2CC(=O)N(c3cc(Cl)cc(Cl)c3)C2=O)[nH]c1=O (configuration not stated)	-2	0.0	1	2	-2	-17	·	-8
O=C(C(=O)N1CCCN(Cc2ccc(F)cc2)CC1)c1ccccc1	-4	0.6	-1	-5	·	-1	-0.2	·
O=C(Nc1cccc(S(=O)(=O)N2CCCCCC2)c1)c1ccc(Cl)nc1	3	-0.1	-83	16	3	·	-0.1	-1
O=C(CNC(=O)Cc1cccc2ccccc12)NCc1ccccc1F	3	0.1	-8	-3	-3	6	·	-8
COC(=O)N1C(=O)[C@@](c2ccc(OC)cc2)(C(C)C)N1C(=O)OC	1	·	1	·	-38	·	·	0
C[C@]12C(=O)N(c3ccccc3)C(=O)N1[C@@H]1c3ccccc3OC[C@@H]1[C@H]2c1ccccc1	2	0.0	-58	-10	-5	7	·	-8
COc1ccccc1-c1c(C)[nH]n2c(=O)c(Cc3ccccc3)c(C)nc12	3	0.5	-12	13	·	6	3.0	·
O=C(NC1CCN(Cc2ccccc2)CC1)c1ccc(Oc2cc(Cl)cc(Cl)c2)o1	-5	-0.1	-7	19	-78	-6	0.0	3
O=C1OCCC1=Cc1ccccc1	2	0.1	3	1	-3	-1	-2.4	·
COc1ccc(CNC(=O)COC(=O)c2cccs2)cc1	0	0.0	-1	-7	-6	0	·	8
Cc1ccc(S(=O)(=O)N2CC3(O)CN(C(=O)OC(C)C)N(C(=O)OC(C)C)CC3(OC(=O)Nc3cccs3)C2)cc1 (configuration not stated)	-1	0.1	-17	9	-2	2	1.2	-2
CS(=O)(=O)c1ccccc1-c1nnc(NC(=O)CCS(=O)(=O)c2ccc(Cl)cc2)o1	-3	0.3	-5	-2	·	6	·	-5
C[C@H](CO)N1C[C@H](C)[C@@H](CN(C)Cc2ccc(C(=O)Nc3ccccc3N)cc2)Oc2c(NC(=O)Nc3ccc4c(c3)OCO4)cccc2C1=O	1	-0.3	23	4	1	-10	0.5	-5
Cc1cc(C(=O)CN2C(=O)C3CC=CCC3C2=O)c(C)n1-c1ccccc1 (configuration not stated)	·	·	·	·	-11	7	-1.6	-6

One compound at a time (already shown).
Results for `O=C(NCc1nnc(SCC(=O)N2CCOCC2)o1)c1c(F)cccc1F` = S100A4 MyoIIA = 3; Xi reactivation = 0.0; RAD52 inh = 2; EWS-Fli inh = ·; esBAF inh = ·; FN deposit inh = 10; E-sel inducer = 0.0; RAD54 branch = -10
Results for `O=C(CNC(=O)Cc1cccc2ccccc12)NCc1ccccc1F` = S100A4 MyoIIA = 3; Xi reactivation = 0.1; RAD52 inh = -8; EWS-Fli inh = -3; esBAF inh = -3; FN deposit inh = 6; E-sel inducer = ·; RAD54 branch = -8

New compounds follow.
SMILES	S100A4 MyoIIA	Xi reactivation	RAD52 inh	EWS-Fli inh	esBAF inh	FN deposit inh	E-sel inducer	RAD54 branch
C/C=C1\COC(C(=O)NCCN2CCCC2)(C(F)(F)F)C=C1C=C1CCCCC1 (configuration not stated)	-6	0.0	-44	21	-10	-6	1.3	3
CC1=C(C(=O)c2ccccc2)C(c2ccc(OC(F)F)cc2)NC(=S)N1 (configuration not stated)	3	0.3	-8	1	17	-3	·	·
Cc1ccccc1C(=O)Nc1ccc(N2CCN(C(=O)c3ccco3)CC2)cc1	-2	0.0	-16	-21	2	3	·	1
CO[C@@H]1CC[C@H]2CCN(C)C(=O)[C@@H](C)N(C)C(=O)c3cccc(C#N)c3OC[C@H]1O2	-5	0.0	-2	-1	-2	-3	0.0	4
CC(C)=CCN1CCN(CC#Cc2ccccc2)CC1CCO (configuration not stated)	-3	0.0	-6	3	2	-8	5.7	-14
COc1ccccc1N1CCN(/N=C/c2ccc([N+](=O)[O-])cc2)CC1	0	0.1	6	-106	?	-2	-0.1	7
O=C(O)CC(c1cccc(C(F)(F)F)c1)N1CCS(=O)(=O)CC1 (configuration not stated)	4	0.0	-19	4	6	1	·	6
COc1ccc(CN2C(=O)C(CC(=O)NCCc3ccccn3)CC(C(=O)N3CCOCC3)=C2C)cc1 (configuration not stated)	0	-0.1	-9	4	0	21	0.1	3
CN(C(=O)[C@H]1O[C@@H](n2cnc(C(N)=O)n2)[C@H](O)[C@@H]1O)c1ccccc1	-4	-0.1	-6	-22	·	2	-0.1	·
CCCn1nc(C(=O)N2CCc3ccccc32)c2ccccc2c1=O	-4	0.0	-67	2	2	0	0.0	7
Cc1noc(C)c1S(=O)(=O)Nc1ccc2c(c1)C(=O)N([C@H](C)CO)C[C@@H](C)[C@H](CN(C)Cc1ccc(C(F)(F)F)cc1)OCCCC[C@H](C)O2	-8	0.0	27	·	20	3	0.4	2
Cc1ccccc1N(C(=O)c1csnn1)C(C(=O)NC1CCCC1)c1ccncc1 (configuration not stated)	?	0.1	-6	-3	2	3	·	-13
CN(c1ccccc1)S(=O)(=O)c1cccc(NC(=O)CCN2C(=O)C3CCCCC3C2=O)c1 (configuration not stated)	1	0.0	-10	-1	-2	-4	0.3	5
COc1ccc(/C=C2\CCC(C3CCCC3)C2=O)c(OC)c1 (configuration not stated)	-4	0.2	-11	-56	27	-1	0.5	-2
O=C(CC(=O)Nc1cccc(F)c1)Nc1cccc(F)c1	-14	0.4	-13	-2	-6	-5	0.2	-13
COc1ccc(NC(=O)CSc2nnc(-c3ccc(F)cc3)o2)cn1	4	0.0	-30	-59	33	3	1.2	4
COc1ccc(C#Cc2c(-c3ccsc3)oc3ccc(N4CCOCC4)cc23)cc1	-5	-0.1	-7	-42	1	8	0.1	-5
c1ccc(-c2cn3nc(-c4ccccc4)c(-c4ccccc4)nc3n2)cc1	·	·	·	·	-2	-4	0.6	-7
CC(NC(=O)Cn1cc(Br)c([N+](=O)[O-])n1)c1ccccc1 (configuration not stated)	6	0.1	-4	9	0	-5	-0.1	-10
COc1ccc(NC(=O)C[C@H]2CC[C@H]3[C@@H](COc4ccc(NC(=O)C5CC5)cc4C(=O)N3C)O2)cc1	·	0.0	·	8	-2	-1	0.1	-2
CN1C(=O)c2cc(NC(=O)Nc3ccccc3F)ccc2OC[C@H]2O[C@H](CC(=O)O)CC[C@H]21	·	0.5	·	2	2	-17	0.2	4
C[C@H](CO)N1C[C@H](C)[C@H](CN(C)C(=O)C2CCC2)Oc2cc(C#C[C@@H](C)O)ccc2S1(=O)=O	22	-0.5	8	-9	2	·	6.8	1
COc1ccc2c(c1)nc(SCC(=O)c1ccc(Br)s1)n2C	-2	·	-14	2	-3	·	·	-19
CC=Cc1ccc2n(c1=O)C[C@@H]1[C@@H](CO)[C@H](C(=O)N(C)C)N(CCC)[C@H]21 (mixture of isomers)	7	0.6	-12	-1	·	·	-1.6	·
COC(=O)c1ccccc1COc1cccn2c(N(C)C(=O)CCC3CCCC3)c(C)nc12	-4	0.0	-32	0	4	4	-0.4	1

Remaining list, next part:
SMILES	S100A4 MyoIIA	Xi reactivation	RAD52 inh	EWS-Fli inh	esBAF inh	FN deposit inh	E-sel inducer	RAD54 branch
COc1ccccc1C(=O)Nc1ccnn1C1CCN(C/C=C/c2ccc(F)cc2)CC1	2	0.6	7	0	·	-4	-0.1	-1
Cc1c(C(=O)Nc2ccncc2)sc2nc(-c3ccc(F)cc3)cn12	4	0.4	-1	-53	24	-11	·	-2
COc1cccc(NC(=O)CN(C)C(=O)CC2CCCCC2)c1	-3	0.0	-9	2	·	4	0.1	·
Cc1cc(C)cc(NC(=O)C(NCCN2CCOCC2)c2ccccc2)c1 (configuration not stated)	-2	-0.1	-17	7	·	·	·	·
C[C@@H]1CN([C@H](C)CO)C(=O)Cc2cc(NC(=O)Nc3ccccc3)ccc2O[C@@H]1CN(C)C	1	-0.1	5	-2	3	·	46*	9
COc1ccc(NC(=O)N(C)C[C@H]2Oc3c(NC(=O)CCCCCC(=O)Nc4ccccc4N)cccc3C(=O)N([C@@H](C)CO)C[C@H]2C)cc1	13	0.4	23	-1	·	-4	0.0	·
C[C@H](CO)N1C[C@H](C)[C@@H](CN(C)Cc2ccc(Cl)c(Cl)c2)Oc2ccc(NC(=O)c3ccncc3)cc2C1=O	-5	-0.3	7	·	1	7	-0.1	2
C[C@@H]1CCCCO[C@H](CN(C)S(=O)(=O)c2cn(C)cn2)[C@@H](C)CN([C@@H](C)CO)C(=O)c2cc(NC(=O)CCCN(C)C)ccc2O1	-1	0.0	-15	0	-3	·	0.2	3
O=C(Cc1ccccc1)NN1C(=O)/C(=C/c2ccc(C(=O)O)cc2)SC1=S	-4	0.1	-18	1	-5	6	-0.1	·
O=C(NCc1cccs1)C1CCCCC1	1	·	1	·	-3	4	·	4
O=C(Nc1ccc(NC(=O)c2ccco2)nc1)c1cccc(F)c1	0	0.1	-8	-76	11	13	·	2
COC(=O)CCCn1cc(CN2CC(N3CCN(C4CCN(C)CC4)CC3)CS2(=O)=O)nn1 (configuration not stated)	4	0.9	-18	5	·	-12	-0.3	·
CCOC(=O)c1ccccc1NS(=O)(=O)c1c(C)nc2sccn2c1=O	4	0.4	-4	2	7	7	-0.3	-8

From PubChem BioAssay

The order is random (roughly 3% active in at least one column).
